NLRP3 yeast inh = NALP3 inhibition in yeast; Yeast reconstituted NLRP3/ASC/caspase-1, beta-gal luminescence, 24 h; inhibition, % at 10 µM; 0.39% of 330,000 active;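 active = inhibition of 50% or more; inactive = inhibition below 50%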;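 note: plate controls were induced DMSO wells for no effect and uninduced yeast grown without galactose for full effect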
hIAP activ = human IAP activation; purified human IAP, CDP-Star luminescence, 30 min; hits give high values; 1 = vehicle-only enzyme, 0 = enzyme-free background; activation factor at 10 µM; 0.16% of 330,000 active; AID 2524;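 active = activation factor of the enzyme at least 2-fold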; note: the source names both 10 and 20 µM as test concentration; values of inactives mirror those of a sister screen read the other way
Target sequence (P09923 whole entry, looked up): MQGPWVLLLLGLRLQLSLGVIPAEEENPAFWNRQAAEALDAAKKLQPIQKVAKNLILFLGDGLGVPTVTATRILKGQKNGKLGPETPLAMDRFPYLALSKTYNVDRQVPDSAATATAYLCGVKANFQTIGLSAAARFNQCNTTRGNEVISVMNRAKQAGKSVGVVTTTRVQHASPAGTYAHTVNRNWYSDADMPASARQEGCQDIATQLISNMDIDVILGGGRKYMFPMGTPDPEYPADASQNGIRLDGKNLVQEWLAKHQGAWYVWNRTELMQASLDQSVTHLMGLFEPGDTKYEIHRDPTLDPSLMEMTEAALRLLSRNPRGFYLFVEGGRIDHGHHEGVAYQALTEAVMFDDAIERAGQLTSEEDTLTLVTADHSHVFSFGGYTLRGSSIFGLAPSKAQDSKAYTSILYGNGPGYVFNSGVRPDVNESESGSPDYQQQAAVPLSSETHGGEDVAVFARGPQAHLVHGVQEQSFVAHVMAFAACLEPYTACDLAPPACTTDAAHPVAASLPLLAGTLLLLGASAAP
hIAP block = human IAP inhibition | P09923 | purified IAP, CDP-Star luminescence, 30 min | inhibition, % at 10 µM | 0.12% of 330,000 active | AID 2544;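 active = inhibition reaching a set limit with compound at 10 µM in the primary screen, cut at about 35% in these data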;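 note: plate controls were DMSO wells with enzyme for no effect and no-enzyme buffer wells for full effect; values of inactives mirror those of a sister screen read the other way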
beta cell repl = MIN6 beta-cell proliferation induction; MIN6 cells proliferation, ATPlite luminescence, 48 h; cells starved in 0.2% serum; 100% = growth in 10% serum; proliferation, % at 10 µM; 0.29% of 330,000 active; AID 2380;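 active = compounds whose signal lies at least 3.5 SD above the mean of all wells on their plate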;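 note: 0% = DMSO-treated cells in low-serum medium and 100% = 10% serum control; some compounds called inactive have numbers as strong as hits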
mIAP block = mouse IAP inhibition; purified mouse IAP, CDP-Star luminescence, 30 min; inhibition, % at 10 µM; 0.2% of 330,000 active; AID 2806;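 active = inhibition of at least 40% at 10 µM in the primary screen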;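 note: plate controls were DMSO with enzyme for no effect and no enzyme wells for full effect; values of inactives mirror those of a sister screen read the other way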
A3A deaminase = inhibitors of human APOBEC3A DNA deaminase; P31941; recombinant A3A, FAM/TAMRA ssDNA deamination fluorescence; inhibition, % at 20 µM; 0.41% of 330,000 active; AID 493011;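 active = at least 40% inhibition at 20 µM here, with at most 30% in a related deaminase screen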;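 note: plate controls were A3A with DMSO for no effect and wells lacking A3A enzyme for full effect; some results filed as inactive read as strong as hits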
SENP1 FRET inh = blocks the human SENP1 SUMO protease catalytic domain. Q9P0U3. recombinant SENP1 catalytic domain, CyPet-SUMO1-YPet FRET cleavage. inhibition, % at 10 µM. 0.21% of 360,000 active;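 active = inhibition at least 30% at 10 µM, raw YFP signal under a set limit, fluorescence ratio 0.5 to 1.5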;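 note: 0% = enzyme with DMSO and 100% = no enzyme wells; some results filed as inactive read as strong as hits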
Target sequence (Q9P0U3 419-644 limits assumed): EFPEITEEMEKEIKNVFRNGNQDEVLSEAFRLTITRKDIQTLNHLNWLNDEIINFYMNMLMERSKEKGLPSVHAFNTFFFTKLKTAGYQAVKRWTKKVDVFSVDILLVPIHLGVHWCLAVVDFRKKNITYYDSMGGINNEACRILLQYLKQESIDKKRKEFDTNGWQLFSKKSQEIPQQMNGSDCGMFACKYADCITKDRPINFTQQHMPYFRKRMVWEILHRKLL
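Assay system – human recombinant His6-tagged SENP1 catalytic domain enzyme · Input – SENP1 enzyme, 20 pM final · Buffer or medium – Tris pH 8 buffer plus EDTA, NaCl, BME, BSA, NP40, catalase · Schedule – 50 min reaction at room temperature · Technique – FRET read of cyan and yellow fluorescence · Control set – no-enzyme wells low, DMSO-plus-enzyme wells high control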
APOBEC3G inh = inhibitors of human APOBEC3G DNA deaminase. Q9HC16. inhibition, % at 20 µM. recombinant A3G, ssDNA deamination FAM/TAMRA fluorescence. 0.28% of 330,000 active;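 active = inhibition of at least 40% at 20 µM, with no more than 30% in the related APOBEC3A deaminase screen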;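 note: plate controls were DMSO wells with A3G for no effect and wells lacking A3G enzyme for full effect; some compounds called inactive have numbers as strong as hits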
mIAP act = mouse IAP activation. activation factor at 10 µM. 0.24% of 330,000 active. AID 2805. muIAP, CDP-Star luminescence, 30 min; hits give high values; 1 = vehicle-only enzyme signal, 0 = enzyme-free wells;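 active = activation factor of at least 2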; note: the source names both 10 and 20 µM as test concentration; values of inactives mirror those of a sister screen read the other way
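also added = chemiluminescent substrate CDP-Star | test system = mouse IAP enzyme | signal = chemiluminescence readout | compound = DMSO-dissolved test compounds | incubation = 30 min at room temperature | benchmarks = DMSO wells, no-enzyme wells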
Starred values were filed as active, the others as inactive. This is a subset, so the mix of outcomes need not match the whole.

smiles	NLRP3 yeast inh	hIAP activ	hIAP block	beta cell repl	mIAP block	A3A deaminase	SENP1 FRET inh	APOBEC3G inh	mIAP act
O=C(NCCC1=CCCCC1)c1coc(=O)c(Br)c1	21	0.94	6	-6	1	0	2	1	0.99
OC(CC1CC12c1ccccc1-c1ncccc12)(c1ccccc1)c1ccccc1 (stereo not given)	41	0.88	12	-4	-17	-4	0	-6	1.2
CCNc1nc(Cl)nc(N(NC(C)=O)C(C)CC)n1 (stereo not given)	20	0.93	7	0	1	-4	1	-6	0.99
COc1ccc(-n2c(SC3CCOC3=O)nc3ccccc3c2=O)cc1Cl (stereo not given)	19	1.2	-17	-3	1	2	0	-7	0.99
O=C(NCC(=O)N1CCN(C(=O)c2ccco2)CC1)c1ccc(Br)cc1	12	0.87	13	0	-2	-1	1	-6	1
Cc1nc2ccc(C(=O)NCc3ccc4c(c3)OCO4)cc2s1	-1	1.1	-8	-2	-24	-4	0	-7	1.2
CC(=O)Nc1ccc2c(c1)nc1n2CCOC1	4	0.95	5	0	4	-1	2	-3	0.96
CC1(C)CC(=O)C=C(NNC(=O)c2ccccc2)C1	12	0.95	5	0	7	-1	-4	16	0.93
O=C(NCc1cccnc1)C1CCN(S(=O)(=O)N2CCC3(CC2)OCCO3)CC1	19	0.87	13	-2	-2	-10	1	-6	1
CC1CCCN(c2ccc(C(=O)OCC(=O)N3c4ccccc4Sc4ccccc43)cc2[N+](=O)[O-])C1 (stereo not given)	24	0.93	7	0	17	2	1	-4	0.83
CN1Cc2cccc3c2C(Cc2ccccc2S3)C1 (stereo not given)	13	1	0	2	-2	-1	0	-6	1
CCCCCCOc1ccc(-c2ccc(C#N)cn2)cc1	1	0.93	7	0	16	-6	1	-8	0.84
Cc1cccc(C(=O)Nc2ccc(NC(=O)Cc3ccc(Cl)cc3)cc2)c1	8	0.91	9	0	-9	1	5	-2	1.1
CCC(CC)COC(=O)C1=C(C)NC(=O)NC1c1cc(OC)ccc1OC (stereo not given)	20	1.3	-26	-2	-3	-4	-9	-4	1
O=C(CCC1CCCC1)NNC(=O)c1ccccc1O	15	1.3	-32	-4	26	-1	2	1	0.74
COc1cc([N+](=O)[O-])ccc1NC(=O)CSc1nncn1-c1cccnc1	13	1	0	1	2	-4	0	-10	0.98
CCN(CC)C(=O)C1CCCN(c2ccc([N+](=O)[O-])cc2/C=N/NC(=O)c2cccc(O)c2)C1 (stereo not given)	16	0.94	6	-2	3	1	-6	2	0.97
CCOc1ccc(CN(C)C(=O)CNC(=O)c2ccc(Br)o2)cc1OC	3	0.96	4	4	-1	-2	1	-5	1
O=C(NCc1ccccc1)C12CC3CC(CC(Cl)(C3)C1)C2	24	0.99	1	1	13	3	0	10	0.87
CC(=O)Nc1ccc2c(c1)C(=O)N(c1cccc3ccccc13)C2=O	26	1.2	-16	-1	1	-8	-3	-3	0.99
CCOC(=O)N1CCC(NC(=S)Nc2ccc3nc(N4CCN(CC)CC4)cc(C)c3c2)CC1	3	1.1	-6	-3	-15	-5	-8	-5	1.1
CN(CC(=O)Nc1cccc2ccccc12)C(=O)c1ccc(F)cc1F	6	1	-4	0	4	-5	2	-7	0.96
CCCn1c(SCC(=O)NNC(=O)c2ccc(C)cc2)nnc1C(C)C	8	1.3	-31	0	-4	6	0	1	1
O=C(CN1CCc2cc3c(cc2C1)OCCCO3)Nc1ccc(F)cc1	13	1.1	-7	-2	2	-4	2	-8	0.98
Cn1ccnc1Sc1nnnn1-c1ccccc1	18	1.1	-14	-1	-2	-3	-2	0	1
Cc1ccc(OCCCC(=O)Nc2ccc(Br)cc2)cc1	27	0.96	4	0	-9	-3	1	-6	1.1
Cc1ccc(CCNC(=O)CN2CCN(Cc3ccccc3F)C2=O)cc1	1	1.2	-16	-1	8	-2	1	-1	0.92
CN(C)c1ccc(C(C(=O)NCC2CCCO2)N(C(=O)c2snc(C(N)=O)c2N)c2ccccc2)cc1 (stereo not given)	5	0.82	18	1	6	-7	-2	-13	0.94
CC(=O)c1ccccc1NC(=O)CCNC(=O)c1ccco1	11	1.2	-16	0	-6	-1	1	5	1.1
CC(=O)N1CCN(Cc2nc(C(c3ccccc3)c3ccccc3)no2)CC1	-6	1	-2	-3	4	1	-6	-1	0.96

The closing two compounds of the section above lead into the next.
smiles	NLRP3 yeast inh	hIAP activ	hIAP block	beta cell repl	mIAP block	A3A deaminase	SENP1 FRET inh	APOBEC3G inh	mIAP act
CC(=O)c1ccccc1NC(=O)CCNC(=O)c1ccco1	11	1.2	-16	0	-6	-1	1	5	1.1
CC(=O)N1CCN(Cc2nc(C(c3ccccc3)c3ccccc3)no2)CC1	-6	1	-2	-3	4	1	-6	-1	0.96
S=c1[nH]c2ccccc2o1	17	0.99	1	1	6	0	6	-3	0.94
COC(=O)c1c(-c2ccc(OC)c(OC)c2)csc1N	-3	1	-3	-2	6	-6	0	-7	0.94
Cc1c(C)n(CCC#N)c2ccc(Cl)cc12	8	0.99	1	-3	-7	-2	1	0	1.1
CCOc1cc(C(=O)OCC(=O)Nc2ccc(F)cc2Cl)ccc1OCC(=O)N1CCOCC1	18	0.97	3	4	2	0	2	-5	0.98
CC(C)C(c1nnnn1C1CCCCC1)N1CCCc2ccccc21 (stereo not given)	-12	0.97	2	-2	-3	-1	-2	-9	1
Cc1cc(=O)n2nc(N3CCC(C(=O)NCC(C)c4ccccc4)CC3)sc2n1 (stereo not given)	13	1	-4	-3	12	-4	-3	-5	0.88
CCOC(=O)C1CCN(C(=O)c2sc3ncnc(N4CCC(C)CC4)c3c2C)CC1	21	1	-2	-3	2	2	0	-5	0.98
Cn1cnc2ccc([N+](=O)[O-])cc2c1=O	11	0.96	4	-2	11	-1	4	-1	0.89
COc1ccc(CC(=O)NNC(=O)c2ccoc2C)cc1OC	2	1.2	-17	-1	6	-5	3	-7	0.94
C/C(=N/NS(=O)(=O)c1ccc(CC(C)C)cc1)c1ccncc1	22	1.2	-16	-2	8	-4	0	-8	0.92
Cc1cccc(N(CC(=O)NC(C)(C)C)C(=O)CCC(=O)Nc2nccs2)c1	0	1	0	-3	3	1	2	-4	0.97
CCN1C(=O)N(C)C2(c3ccccc3)N(C)C(=O)N(C)C12c1ccccc1 (stereo not given)	6	1.1	-9	3	-4	8	-1	-7	1
COc1cc2[nH]c3c(N4CCN(c5ccccn5)CC4)ncnc3c2cc1OC	-1	1.2	-20	-7	-30	10	-5	2	1.3
CS(=O)(=O)N(CC(=O)Nc1cccc(F)c1)c1cccc([N+](=O)[O-])c1	-3	0.88	12	0	15	1	3	-8	0.85
c1ccc(Cn2ccc(-c3cnc(-c4ccccc4)s3)n2)cc1	34	0.9	10	-2	6	-2	-1	-2	0.94
O=C(CNc1ccccc1C(=O)O)c1ccccc1	26	0.95	5	-3	3	0	-2	7	0.97
COc1ccc(C(=O)OCC(=O)NC(=O)NC2CCCC2)cc1[N+](=O)[O-]	8	1	-5	-2	4	-1	2	-3	0.96
CCc1ccc(OCC(=O)NC(NC(=S)Nc2ccc(C)cc2C)C(Cl)(Cl)Cl)cc1 (stereo not given)	12	0.97	3	-4	-71	3	2	1	1.7
COc1ccccc1CNC(=O)CN(CCc1ccccc1)S(C)(=O)=O	14	1	0	-5	-6	-2	1	-7	1.1
CC(C)N(C(=O)COc1ccc(Br)cc1Cl)C(C)C	41	1	0	-3	-4	1	1	-3	1
CN1CCN(S(=O)(=O)c2ccc(N(C)Cc3c(F)cccc3Cl)nc2)CC1	2	1.1	-10	-2	8	-3	1	-2	0.93
CCCCOC(=O)C1=C(C)Nc2ncnn2C1c1ccc(OC)c(OC)c1OC (stereo not given)	-1	0.94	6	-2	-13	2	1	-3	1.1
COc1ccc(-n2ncc3c2CC(C)(C)CC3NC(=O)CCc2c(C)nn(C)c2C)cc1 (stereo not given)	-4	1.3	-26	-3	4	-6	-2	-5	0.95

Complete entries as entered above. Order of screens: NLRP3 yeast inh | hIAP activ | hIAP block | beta cell repl | mIAP block | A3A deaminase | SENP1 FRET inh | APOBEC3G inh | mIAP act
Results for CCN1C(=O)N(C)C2(c3ccccc3)N(C)C(=O)N(C)C12c1ccccc1 (stereo not given) → 6 | 1.1 | -9 | 3 | -4 | 8 | -1 | -7 | 1
Results for Cn1cnc2ccc([N+](=O)[O-])cc2c1=O → 11 | 0.96 | 4 | -2 | 11 | -1 | 4 | -1 | 0.89
Results for C/C(=N/NS(=O)(=O)c1ccc(CC(C)C)cc1)c1ccncc1 → 22 | 1.2 | -16 | -2 | 8 | -4 | 0 | -8 | 0.92
Results for COc1ccc(-n2ncc3c2CC(C)(C)CC3NC(=O)CCc2c(C)nn(C)c2C)cc1 (stereo not given) → -4 | 1.3 | -26 | -3 | 4 | -6 | -2 | -5 | 0.95
Results for Cc1c(C)n(CCC#N)c2ccc(Cl)cc12 → 8 | 0.99 | 1 | -3 | -7 | -2 | 1 | 0 | 1.1

From PubChem BioAssay
